# Screens deposited in PubChem BioAssay by The Scripps Research Institute Molecular Screening Center.
# GSTO1 counter: blocks human GSTO1 in RBBP9 counter-screen; P78417; recombinant GSTO1, activity-based probe fluorescence polarization; inhibition, % at 5.96 µM; 300,000 compounds, 1.1% hits; AID 1974;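 active = inhibition above the campaign mean inhibition plus 3 SD, cut at about 35% in these data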;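 note: 0% = GSTO1-1 with DMSO and 100% = wells lacking GSTO1-1 enzyme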
# Target sequence (P78417 whole entry, looked up): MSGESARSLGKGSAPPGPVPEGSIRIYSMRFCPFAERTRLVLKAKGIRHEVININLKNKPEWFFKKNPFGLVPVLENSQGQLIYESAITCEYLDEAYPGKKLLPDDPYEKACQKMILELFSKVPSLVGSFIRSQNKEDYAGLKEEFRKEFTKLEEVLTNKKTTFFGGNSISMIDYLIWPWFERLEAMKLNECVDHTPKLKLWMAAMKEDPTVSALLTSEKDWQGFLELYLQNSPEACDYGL
# PAFAH1B2 FP inh: blocks human PAF acetylhydrolase 1b catalytic subunit 2. P68402. recombinant PAFAH1B2, FP-rhodamine activity probe, fluorescence polarization. AID 492953. 340,000 compounds, 1.2% hits. inhibition, % at 3.39 µM;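 active = inhibition above the mean of all tested compounds plus 3 SD, cut at about 24% in these data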;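 note: 0% = enzyme with DMSO and 100% = wells lacking PAFAH1B2; many of its hits are not listed in these tables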
# Target sequence (P68402 whole entry, looked up): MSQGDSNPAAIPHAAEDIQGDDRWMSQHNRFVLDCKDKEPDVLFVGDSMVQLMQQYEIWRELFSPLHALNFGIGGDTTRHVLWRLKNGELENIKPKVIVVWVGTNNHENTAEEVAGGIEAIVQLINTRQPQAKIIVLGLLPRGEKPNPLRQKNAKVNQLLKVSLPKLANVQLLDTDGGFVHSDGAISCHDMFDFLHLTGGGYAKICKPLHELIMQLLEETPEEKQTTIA
# PAFAH1B3 FP inh: blocks human PAF acetylhydrolase 1B catalytic subunit 3; Q15102; recombinant PAFAH1B3, FP-rhodamine probe, fluorescence polarization; inhibition, % at 3.39 µM; 340,000 compounds, 0.28% hits;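 active = inhibition above the screen-wide average of all tested compounds plus 3 SD, cut at about 25% in these data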;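 note: 0% = enzyme with DMSO only and 100% = wells lacking PAFAH1B3 protein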
# Target sequence (Q15102 whole entry, looked up): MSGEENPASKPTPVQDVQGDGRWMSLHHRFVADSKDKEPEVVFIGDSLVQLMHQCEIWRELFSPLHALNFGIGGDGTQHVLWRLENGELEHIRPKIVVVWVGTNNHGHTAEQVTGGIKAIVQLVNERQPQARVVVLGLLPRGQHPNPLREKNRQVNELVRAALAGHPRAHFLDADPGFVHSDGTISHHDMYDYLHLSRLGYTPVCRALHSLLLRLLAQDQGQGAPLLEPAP
# Fam108B counter: blocks mouse Fam108B hydrolase in RBBP9 counter-screen | 300,000 compounds, 0.33% hits | inhibition, % at 9.51 µM | recombinant Fam108B, FP-Rh probe fluorescence polarization;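 active = inhibition above the screen mean inhibition plus 3 SD, computed separately per campaign, cut at about 18% in these data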;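 note: inhibitors lower polarization as less probe binds the enzyme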
# PAFAH2 inh: inhibitors of human PAFAH2; recombinant PAFAH2, FP-rhodamine activity probe, fluorescence polarization; inhibition, % at 3.39 µM; 340,000 compounds, 0.99% hits; AID 492956;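 active = inhibition above the mean over all tested compounds plus 3 SD, cut at about 30% in these data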;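 note: inhibitors block probe labeling of enzyme so polarization drops; 0% = enzyme with DMSO and 100% = wells lacking PAFAH2 protein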
# LYPLA1 inh: counter-screen for PME1 inhibitors: inhibitors of human LYPLA1; recombinant LYPLA1, FP-Rh probe fluorescence polarization; inhibition, % at 5.9 µM; 320,000 compounds, 0.16% hits; AID 2174; O75608;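 active = inhibition above the mean of all tested compounds plus 3 SD, set per campaign, cut at about 14% in these data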;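 note: inhibitors block serine hydrolase probe labeling of LYPLA1 so polarization falls; 0% = enzyme with DMSO and 100% = wells lacking LYPLA1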
# Target sequence (O75608 whole entry, looked up): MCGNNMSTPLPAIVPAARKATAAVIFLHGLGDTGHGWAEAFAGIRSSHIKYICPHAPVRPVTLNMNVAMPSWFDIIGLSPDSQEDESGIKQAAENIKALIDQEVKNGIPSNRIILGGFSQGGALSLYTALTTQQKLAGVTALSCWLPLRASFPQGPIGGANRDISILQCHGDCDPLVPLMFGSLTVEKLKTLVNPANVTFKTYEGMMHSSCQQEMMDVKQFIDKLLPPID
# PME-1 inh: PME-1 (human) inhibition; 320,000 compounds, 0.53% hits; recombinant PME-1, FP-Rh probe fluorescence polarization; Q9Y570; inhibition, % at 5.9 µM;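 active = inhibition above the campaign mean of all compounds plus 3 SD, cut at about 26% in these data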;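 note: competitive labeling of PME-1 active site by serine hydrolase directed probe; 0% = PME-1 with DMSO and 100% = wells lacking PME-1 enzyme; inhibitors block probe labeling so polarization falls and inhibition rises; many of its hits are not listed in these tables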
# PAD4 inh: PAD4 (human) enzyme inhibition; recombinant PAD4, RCA probe fluorescence polarization; inhibition, % at 6.36 µM; 330,000 compounds, 0.41% hits; AID 485272;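 active = percent inhibition above a cutoff equal to the mean of all tested compounds plus 3 SD, cut at about 15% in these data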;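 note: 0% = PAD4 with RCA probe and DMSO and 100% = probe without PAD4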
# pPAFAH FP inh: inhibitors of human plasma PAF acetylhydrolase (pPAFAH) | Q13093 | recombinant pPAFAH, FP-rhodamine probe fluorescence polarization | inhibition, % at 3.39 µM | 330,000 compounds, 1.5% hits;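 active = inhibition above the mean inhibition across the screen plus 3 SD, cut at about 25% in these data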;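 note: inhibitors block binding of the rhodamine activity-based probe so polarization drops; 0% = enzyme with DMSO and 100% = wells lacking pPAFAH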
# The depositor's hits bear a star; / = no result given; & = joins results of further samples. A portion of the library; count on the stated rates, not on these rows.
# Order of results – GSTO1 counter	PAFAH1B2 FP inh	PAFAH1B3 FP inh	Fam108B counter	PAFAH2 inh	LYPLA1 inh	PME-1 inh	PAD4 inh	pPAFAH FP inh
COC(=O)[C@@H]1CC[C@H](C)[C@@H](c2ccc(C)cc2)N1C(=O)c1ccc(/C=N/O[C@@H](C)c2cn([C@H](CO)Cc3ccccc3)nn2)cc1
    -7	/	/	0	/	-1	-1	-3	5
Cn1ncc(Br)c1C(=O)N/N=C/c1ccc(OS(=O)(=O)c2ccccc2)cc1
    3	13	0	-2	10	-3	-3	2	2
COC(=O)c1ccc(C(=O)OC)c(NS(=O)(=O)c2ccc(NC(C)=O)cc2)c1
    -1	-1	0	-1	13	0	-1	-2	0
CCc1c(C(=O)NNC(=S)Nc2ccc(S(=O)(=O)Nc3ncccn3)cc2)csc1C
    -7	7	5	5	-8	-1	1	-1	8
Cc1cc(C)cc(Nc2cnn(C34CC5CC(CC(CC(=O)O)(C5)C3)C4)c(=O)c2Cl)c1
    -4	0	1	1	5	0	-1	-2	7
CCNc1nc(OC)nc(N(OC)S(=O)(=O)c2ccc(C)cc2)n1
    0	3	5	1	-3	1	-2	3	0
O=C(CSc1ncccn1)Nc1cccc(S(=O)(=O)N2CCOCC2)c1
    /	1	8	/	-1	/	/	-3	2
O=C(CSc1nnc(-c2ccncc2)n1Cc1ccccc1)NCCc1ccccc1
    12	4	5	2	3	-6	3	-2	2
CCOC(=O)c1cc(C)sc1NC(=O)C(c1ccccc1)c1ccccc1
    1	-6	-1	-6	3	-2	-2	3	-1
N#Cc1ccccc1COC(=O)c1cccc(S(=O)(=O)N2CCCC2)c1
    /	2	3	/	-1	/	/	4	9
Cc1[nH]c(=O)[nH]c(=O)c1Sc1ccccc1[N+](=O)[O-]
    8	-8	-2	4	2	-3	-1	-1	5
Cc1c(C(=O)NCc2cccs2)oc2ccc(Br)cc12
    -1	-2	4	-1	-2	-4	1	0	6
Cc1ccccc1Cn1cc(NC(=O)c2cc3nc(-c4ccco4)cc(C(F)(F)F)n3n2)cn1
    -3	2	-1	12	-1	-3	6	-7	3
CC(C)(CNc1ccc(C(F)(F)F)cc1[N+](=O)[O-])N1CCOCC1
    -2	3	10	-1	4	2	8	3	5
COc1nc(Nc2ccc([N+](=O)[O-])cc2)nc(NC(C)C)n1
    -2	2	5	0	5	1	12	-8	9
CN(C(=O)NC1CCCCC1)c1ccccc1
    10	5	10	-4	-2	4	-4	0	1
O=C(C(=O)N1CCCc2ccccc21)N1CCCc2ccccc21
    5	1	3	-1	7	0	4	0	2
CCCCNC(=S)N/N=C1\CCCCc2ccccc21
    1	7	7	0	10	1	-2	5	7
Cc1ccc(C(=O)N2CCN(S(C)(=O)=O)C2)cc1
    7	5	1	-1	4	2	2	2	3
CC1CC(C)CN(C(=O)CNC(=O)Cn2ccc3ccccc3c2=O)C1 (centres undefined)
    8	2	2	0	-1	1	-2	0	1
COc1cc(C(=O)ON=C2C(C)=CC(=O)C=C2C)cc(OC)c1OC
    11	7	9	-1	83*	-3	-25	-6	5
CCCNc1c(NC(C)=O)c(=O)oc2ccccc12
    13	4	4	-3	5	-5	3	-3	0
Cc1cccc(N2CCN(C(=O)C3CCN(S(=O)(=O)c4cnc[nH]4)CC3)CC2)c1C
    -4	3	12	-4	8	-4	-3	3	4
CC(C)(C)OC(=O)NCc1ccc(CNC(=O)c2ncn(Cc3ccccc3)c2C(=O)NCc2ccc(CNC(=O)OC(C)(C)C)cc2)cc1
    /	10	21	/	-2	/	/	-1	7
COC(=O)/C=C1/N/C(=N\c2nc(C)cc(C)n2)N(c2ccccc2)C1=O
    -6	6	-2	-2	-1	-6	-8	-5	-4
COc1ccc2c(c1)CCc1cn3ncc(C#N)c3nc1-2
    -1	1	5	0	3	-4	-8	-8	-2
CSc1nc(C)cc(/C=C\c2ccccc2)c1C#N
    8	2	7	1	1	-2	-7	1	3
CC(C)CCNC(=O)[C@H](CC(C)C)NC(=O)[C@H]1O[C@@H]1C(=O)O
    6	/	/	1	/	-1	-3	1	-1
CC(C)OC(=O)c1c(N)sc2c1CCCC2
    3	2	9	3	-3	-3	1	1	14
CCC1(C)NC(=O)N(CC(=O)Nc2cc(C)on2)C1=O (centres undefined)
    /	-2	0	/	5	/	/	-3	-2
CCCNC(=O)NC(=O)c1cnccc1C(F)(F)F
    0	-1	5	-6	2	0	2	-6	1
COc1cc(NC(=O)COC(=O)c2ccc([N+](=O)[O-])s2)cc(OC)c1OC
    /	14	23	/	37*	/	/	7	11
Cc1cc(-c2n[nH]c(=S)n2/N=C/C=C/c2ccccc2)n[nH]1
    15	-1	3	-1	-2	-1	1	0	0
Cc1cn(-c2cc(C(=O)Nc3ccc(C)c(NC(=O)N4CCNC4=O)c3)cc(C(F)(F)F)c2)cn1
    -5	-2	-3	-18	-15	-4	-10	-2	-6
O=C(N/N=C/c1ccc(O)c(O)c1O)/C(=C/c1ccc([N+](=O)[O-])cc1)NC(=O)c1ccccc1
    54*	8	16	8	11	-16	9	3	38*
CC(=O)N1CCCC1(C(=O)O)c1ccccc1 (centres undefined)
    -11	2	9	2	0	0	-3	-2	1
O=c1cc(CN2CCN(S(=O)(=O)/C=C/c3ccccc3)CC2)c2ccc(O)cc2o1
    8	7	1	2	-3	-3	4	-4	3
CC1=NN(C(=O)c2ccc(C)cc2)C(O)(C(F)(F)OC(F)(F)F)C1 (centres undefined)
    11	3	8	8	6	1	-3	3	5
O=C(Nc1ccc(Br)cc1)c1cccc(S(=O)(=O)Nc2cnc3ccccc3c2)c1
    -7	-5	-1	2	3	-13	-5	-6	27*
COc1cccc(N2[C@@H](CC(C)=O)c3ccccc3S2(=O)=O)c1
    6	2	2	6	0	0	5	7	-5
CC(NC(=O)C(=O)N1CCCCC1)C(c1cccs1)N1CCN(Cc2ccccc2)CC1 (centres undefined)
    -2	3	6	3	2	-2	0	-3	-5
COc1ccc(-c2nnc3ccc(SCC(=O)N4CCCCCC4)nn23)cc1OC
    2	0	5	2	-3	0	-1	-1	-5
Cc1cc(C(=O)NC2CC2)c2ccccc2n1
    2	2	2	-1	0	-1	-4	3	4
Nc1c(S(=O)(=O)c2ccccc2)c2nc3ccccc3nc2n1/N=C/c1ccco1
    0	-3	-7	4	-4	-9	2	-12	10
O=C(COC(=O)CCNS(=O)(=O)c1cccs1)Nc1ccccc1
    /	1	5	/	-6	2	-3	-2	19
COC(=O)c1ccc(NC(=O)COc2ccc(N(C)S(=O)(=O)c3ccc(C)cc3)cc2)cc1
    /	2	-2	/	-15	-27	-43	-3	-1
Cc1ccsc1CNn1cnnc1SCc1ccccc1F
    -3	8	1	-3	8	0	2	-3	-5
CCCC(=O)Nc1ccc2c(c1)nc1n2CCOC1
    -4	-6	7	-2	-11	-4	-2	-1	3
Cc1cc(OCC(=O)NCCCn2ccnc2)c2c(C)c(C)c(=O)oc2c1
    -4	0	12	-2	2	2	1	-3	-1
CCn1c(SCC(=O)Nc2ccccc2Br)nnc1-c1cnccn1
    5	7	9	-5	-1	0	2	1	3

# Continued.
# Order of results – GSTO1 counter	PAFAH1B2 FP inh	PAFAH1B3 FP inh	Fam108B counter	PAFAH2 inh	LYPLA1 inh	PME-1 inh	PAD4 inh	pPAFAH FP inh
CCOc1ccc2[nH]c3c(=O)n(CCC4=CCCCC4)cnc3c2c1
    -4	3	7	2	3	-1	1	-2	-2
COc1ccc(C(=O)Nc2nc3cc4c(cc3s2)OCO4)c(OC)c1
    6	-1	6	3	2	2	-46	2	4
CC1CCN(C(=O)CSc2nnc(Cc3ccccc3)o2)CC1
    -1	5	-4	5	0	-1	4	2	0
N#Cc1cnc(SCC(=O)NNC(=O)COc2cccc3ccccc23)nc1N
    11	4	1	2	5	-4	1	-4	-1
COc1cc(C2CC(=O)Oc3cc4c(cc32)OCO4)cc(OC)c1OC (centres undefined)
    /	2	-2	/	-3	/	/	4	10
CCn1c(SCC(=O)N/N=C/c2ccccc2OCC(=O)O)nnc1-c1ccc(C(C)(C)C)cc1
    2	4	1	2	0	3	-4	-2	11
Cc1cc2c(cc1C)CSC(c1ccccc1OC(=O)C(C)(C)C)SC2
    -9	-6	-4	-7	-11	-1	11	3	2
CSc1nc(-c2ccccc2)nn1S(=O)(=O)c1ccccc1
    13	-4	-11	-1	2	2	-3	4	2
C=CC[C@@H](CC(=O)N[C@@H](CO)Cc1ccccc1)C(=O)N[C@H](COC(=O)[C@@H](CC=C)CC(=O)OC(C)(C)C)Cc1ccccc1
    /	6	9	/	2	/	/	0	5
Cc1ccccc1C(=O)N1CCN(c2ccc(NC(=O)c3ccco3)cc2)CC1
    4	1	2	0	-4	3	3	1	2
CCCOc1ccc(/C(O)=C2/C(=O)C(=O)N(c3cc(C)on3)C2c2ccc(C(=O)OC)cc2)cc1 (centres undefined)
    -9	1	-2	-3	6	4	3	-4	0
CN(C(=O)C1CCCN(S(=O)(=O)c2cccc([N+](=O)[O-])c2)C1)C1CCS(=O)(=O)C1 (centres undefined)
    2	8	-2	-2	6	-1	-5	-8	-6
COc1ccc(NC(=O)CCSc2ccc3ccccc3n2)cc1
    6	4	3	2	0	0	1	0	-4
CC#CCN1C=C(C(=O)OCC)C(C)N(Cc2ccc(Br)cc2)S1(=O)=O (centres undefined)
    /	7	7	/	4	/	/	-1	4
CCC(=O)OCCNc1nc(-c2ccccc2)nc2ccccc12
    -4	7	-1	0	1	-2	-6	-2	2
c1cncc(CNc2nc(-c3cccnc3)nc3ccccc23)c1
    2	-2	11	4	0	7	7	-3	3
C/C(=N\NS(=O)(=O)c1ccc(C)cc1)c1ccc(C)s1
    0	-1	20	1	7	-1	4	6	1
CC(=O)c1ccc(NC(=O)C(C)OC(=O)/C=C/c2ccco2)cc1 (centres undefined)
    /	3	-1	/	-5	/	/	0	-3
CC(=O)c1c(N2CCCC2)nc(=S)n(-c2ccccc2)c1C
    14	4	-1	6	3	2	1	-1	-1
COc1ccc(S(=O)(=O)N2CCN(C3CCCCCCC3)CC2)cc1
    4	5	10	2	-3	1	3	-2	-2
CCN(CC)c1ccc(C=C(c2nnnn2-c2ccc(C)cc2)c2nnnn2-c2ccc(C)cc2)cc1
    -5	4	3	-5	0	-3	-1	-3	-3
O=C(COC(=O)c1cccc(S(=O)(=O)N2CCOCC2)c1)Nc1ccc(Cl)cn1
    /	2	5	/	64*	-4	4	4	3
Cc1ccccc1NC(=O)CN1C(=O)N/C(=C\c2ccccc2OCc2ccc(C(=O)O)cc2)C1=O
    3	-1	-12	-30	-16	-10	-31	-8	4
COc1ccc(S(=O)(=O)N(Cc2cc3ccc(OC)cc3[nH]c2=O)CC2COCCO2)cc1 (centres undefined)
    -3	2	0	-4	-1	-1	-6	-12	-8
COc1ccc(-c2cc(C(F)(F)F)n3nc(C(=O)N4CCCCC4)cc3n2)cc1OC
    14	2	4	3	4	-5	-10	5	-1
O=C(O)/C(=C\c1ccc(Cl)cc1)c1ccc(F)cc1
    16	20	4	-2	1	-3	-5	-2	-1
Cc1cccn2c(=O)c3cc(C#N)c(=NC(=O)c4ccccc4)n(Cc4ccco4)c3nc12
    -10	3&0	9&6	-2	9&18	-6	0	2	14
COCCn1c(SCC(=O)Nc2cc(C)cc(C)c2)nc2ccccc2c1=O
    -8	-2	2	3	1	-1	4	-2	4
